Screens as filed in PubChem.
GLP-1R agonist = GLP-1 receptor (human) agonism; P43220; HEK293 GLP-1R CRE-luciferase, luminescence, 4-6 h; cells express a hypersensitive GLP-1R form; Potency, µM (top dose mostly 45.6 µM), for the others: at the highest dose activation, actives largely listed as activators; 380,000 tested, 0.007% active; also: potency is read from the fitted curve at half-maximal effect; % of control where 0% means no effect
Target sequence (P43220 whole entry, looked up): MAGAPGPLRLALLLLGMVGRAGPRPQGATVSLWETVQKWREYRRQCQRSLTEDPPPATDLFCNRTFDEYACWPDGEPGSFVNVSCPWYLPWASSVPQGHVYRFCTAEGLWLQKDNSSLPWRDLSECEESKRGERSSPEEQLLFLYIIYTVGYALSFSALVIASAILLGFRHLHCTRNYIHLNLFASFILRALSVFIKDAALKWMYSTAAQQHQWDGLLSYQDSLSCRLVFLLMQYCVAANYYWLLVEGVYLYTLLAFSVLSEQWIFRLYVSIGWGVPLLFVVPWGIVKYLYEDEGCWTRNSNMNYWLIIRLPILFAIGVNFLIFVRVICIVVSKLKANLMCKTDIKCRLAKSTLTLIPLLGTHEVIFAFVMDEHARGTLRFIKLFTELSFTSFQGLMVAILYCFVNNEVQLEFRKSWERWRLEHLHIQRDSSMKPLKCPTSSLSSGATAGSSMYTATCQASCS
DRD3 antagonist = antagonists of human D3 dopamine receptor | P35462 | 360,000 tested, 2.5% active | max response, negative = inhibition, % | AID 652054 | D3R cells, DiscoveRx beta-arrestin luminescence, antagonist mode; active compounds read low; in the data active = max response below about -50%; inconclusive = no clear call, values can overlap the other calls; also: % is scaled to controls: 0 for no effect and ±100 for the full control effect; mostly tested at two doses, the higher about 12 µM
Target sequence (P35462 whole entry, looked up): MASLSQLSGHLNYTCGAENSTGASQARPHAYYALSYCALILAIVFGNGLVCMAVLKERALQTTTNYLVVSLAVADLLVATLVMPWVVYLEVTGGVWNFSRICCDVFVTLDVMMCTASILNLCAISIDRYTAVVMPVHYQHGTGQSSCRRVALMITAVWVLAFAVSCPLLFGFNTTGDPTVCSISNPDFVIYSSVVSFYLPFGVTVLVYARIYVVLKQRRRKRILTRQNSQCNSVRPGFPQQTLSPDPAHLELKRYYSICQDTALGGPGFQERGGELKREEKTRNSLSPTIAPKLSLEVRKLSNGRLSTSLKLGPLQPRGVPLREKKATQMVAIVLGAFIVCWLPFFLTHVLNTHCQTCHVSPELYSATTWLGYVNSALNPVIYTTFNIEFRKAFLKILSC
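Cells plated overnight at 1500 cells/well, then exposed to library compounds with dopamine controls for 90 minutes at 37 degrees C. DiscoveRx reagent added for 30–60 minutes at room temperature; luminescence read, quantitative HTS format.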
IL1B secr inh = blocks inflammasome-driven IL-1 beta release. activity change, % at 57.5 µM. 360,000 tested, 4.7% active. THP-1 LPS/ATP IL-1B secretion, AlphaLISA, 16 h; active compounds read low; in the data active = activity change below about -50%; inconclusive = mostly about -30% to -49%; also: % is scaled to controls: 0 for no effect and ±100 for the full control effect
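Secreted IL-1B measured by AlphaLISA bead assay after 16 h compound exposure of THP-1 cells; compounds (final up to 57.5 uM) added 1 h before LPS (250 ng/mL) and ATP (1.25 mM) stimulation; lower signal means less secretion.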
SW480 rerep = inducers of DNA re-replication in SW480 colon cancer cells. SW480 DNA re-replication, Hoechst DNA content imaging, 48 h. 340,000 tested, 1.8% active. Potency, µM (doses to about 46.1 µM), without a hit: at the highest dose re-replication activation, hits mostly activators; also: potency is read from the fitted curve at half-maximal effect; % of control where 0% means no effect; nearly all actives have a fitted effect of over 55% in size
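Image-based DNA-content assay: after two days of treatment, nuclei were labelled with the DNA dye Hoechst and imaged, and hits were compounds raising the count of nuclei showing high fluorescence intensity.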
KB-3-1 cytotox = KB-3-1 parental cell cytotoxicity; KB-3-1 viability, CellTiter-Glo ATP luminescence, 72 h; Potency, µM (series often up to 46.1 µM), for inactives: top-dose activity change, negative = cytotoxic, usual class: cytotoxic; 400,000 tested, 1.4% active; also: potency is read from the fitted curve at half-maximal effect; % is scaled to controls: 0 for no effect and ±100 for the full control effect; nearly all actives have a fitted effect of over 60% in size
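Here the drug-naive KB-3-1 line serves as comparator for MDR sub-line selectivity; cells received compound titrations, 72 h at 37 °C, then CellTiter-Glo readout.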
HT1080 IDH1KD tx = kills HT-1080 cells with IDH1 knockdown; 360,000 tested, 2% active; Potency, µM (series often up to 46.1 µM), for inactives: top-dose activity, negative = toxicity, hits mostly cytotoxic; HT-1080 IDH1 knockdown viability, ATP luminescence, 48 h;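 also: potency is read from the fitted curve at half-maximal effect; 0% = DMSO wells and -100% = cell-free medium wells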
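Luminescent ATP read-out (CellTiter-Glo, 10 min at room temperature) after 48 h compound exposure at 37 °C gave viability of IDH1-knockdown HT-1080 cells. Activity was normalised to DMSO and cell-free wells, then fitted as concentration-response curves.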
HT1080-NT tox = kills 2HG-producing HT-1080-NT fibrosarcoma cells | HT-1080-NT fibrosarcoma viability, CellTiter-Glo ATP luminescence, 48 h | 360,000 tested, 1.6% active | Potency, µM (titrated, usually from 46.1 µM), without a hit: at the highest dose activity, negative = less viability, actives largely listed as cytotoxic;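 also: NT is the 2HG producing partner of a matched IDH1 knockdown line; potency is read from the fitted curve at half-maximal effect; 0% = DMSO-treated cells and -100% = media-only wells without cells; nearly all actives have a fitted effect of over 55% in size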
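Read-out is CellTiter-Glo luminescence after 10 minutes at room temperature, following 48 hours' compound treatment of HT-1080-NT cells (750 cells/well, RPMI, 5% FBS, 37 degrees C).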
KB-V1 MDR tox = KB-V1 MDR subline cytotoxicity | 400,000 tested, 3.4% active | Potency, µM (doses to about 46.1 µM), inactives show at the top dose activity change, negative = cytotoxicity, most hits filed as cytotoxic | KB-V1 MDR cells viability, CellTiter-Glo, 72 h; also: potency is read from the fitted curve at half-maximal effect; % is scaled to controls: 0 for no effect and ±100 for the full control effect; nearly all actives have a fitted effect of over 60% in size
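Cytotoxicity toward P-gp-expressing KB-V1 cells was determined as loss of CellTiter-Glo luminescence after 72 h at 37 degrees C. Compounds were tested in quantitative HTS format across a concentration range, with curves fitted to normalized data.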
DRD3 agonist = agonists of human D3 dopamine receptor. P35462. D3R DiscoveRx beta-arrestin cells, luminescence, 90 min. max activation, %. 410,000 tested, 0.58% active; in the data active = max activation above about 30%; also: 0% is about no effect; mostly tested at two doses, the higher about 12 µM
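Agonist-mode cell screen: cells plated at 1500/well and incubated overnight at 37 °C, then exposed to library compounds for 90 min at 37 °C. Detection reagent was added for 30–60 min at room temperature, and luminescence was read.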
The depositor's hits bear a star; u = inconclusive; x = not tested or not shown; [ ] = dose if it differs, or a comment. Unless noted, calls follow the shape of the dose curve; as a rule, active = well fitted curve in the direction sought with a large enough effect; inconclusive = small, poorly fitted or top-dose-only effect, or another doubt; inactive = no such curve, though single readings can be large; an effect the other way counts as inactive or inconclusive.

Results follow in this order: GLP-1R agonist	DRD3 antagonist	IL1B secr inh	SW480 rerep	KB-3-1 cytotox	HT1080 IDH1KD tx	HT1080-NT tox	KB-V1 MDR tox	DRD3 agonist
> O=C(Nc1nc2c(F)cccc2s1)c1ccc2c(c1)OCCO2
 : 0%	x	x	x	1%	x	x	-15%	-3
> O=C(Cn1cc[n+](CC(=O)c2ccc(Cl)cc2Cl)c1)c1ccc(Cl)cc1Cl
 : -7%	u	-82*	2%	u	-8%	-15%	0%	-19
> Cc1ccc2c(c1)nnn2C1CCN(CC(=O)Nc2ccccc2N2CCOCC2)CC1
 : 11%	u	-53*	11%	-1%	u	u	u	-29
> COc1ccc(-c2ccc(CN3C(C(C)C)C(=O)N(Cc4cn(Cc5ccco5)nn4)CCS3(=O)=O)cc2)cc1 (stereo not given)
 : 9%	-8	0	x	-18%	-29%	-14%	-11%	-2
> CCCC[n+]1ccn(-c2nc3ccccc3nc2[N-]S(=O)(=O)c2ccc(C)cc2)c1
 : 0%	11	13	-3%	-2%	-5%	-1%	1%	0
> CC(Oc1ccc(F)cc1)C(=O)Nc1ccccc1C(=O)N1CCCCC1 (stereo not given)
 : -3%	1	11	-2%	-5%	-8%	1%[9.24 µM]	-18%	-1
> O=c1nc2ccccc2c2n1CC(CN1CCN(C(c3ccccc3)c3ccccc3)CC1)N2 (stereo not given)
 : 3%	-77*	28	-2%	u	-5%	-5%	-15%	-10
> CN(C)S(=O)(=O)c1cccc(NC(=O)COC(=O)[C@H](Cc2ccccc2)NC(=O)c2ccco2)c1
 : 0%	-2	1	-6%	24%	2%	2%	0%	1
> CCN(CC)c1c(-c2ccccc2)c2cc(C)ccc2[nH]c1=O
 : -3%	0	10	19%	10%	-8%	-11%	-10%	-4
> CC(C)(C)NS(=O)(=O)c1ccc(NS(=O)(=O)Cc2ccccc2)cc1
 : -10%	-16	15	-16%	-1%	-2%	9%	2%	-7
> CC(Oc1ccccc1)C(=O)N1CCC2(CC1)Oc1ccc(F)cc1C(=O)C21CC(c2ccc(Cl)cc2)=NO1 (stereo not given)
 : 1%	4	-16	-4%	1%	8%	0%	0%	19
> CC(=O)N1CC2(C)CN(C(C)=O)CC(C)(C1)C2O (stereo not given)
 : -9%	-12	-6	-5%	-26%	0%	-10%	-13%	0
> CCOc1cc(/C=C(\CC(=O)O)c2nc3ccccc3s2)ccc1OC
 : 3%	6	16	-7%	2%	3%	3%	-1%	2
> COCCN(C(=O)CCc1nnc(CCc2c[nH]c3ccccc23)o1)C(C)C
 : -2%	1	-5	6%	3%	0%	0%	-21%	0
> Cc1cccc(OCC(=O)NCC(=O)N/N=C/c2cccs2)c1
 : 5%	-15	-1	-5%	-3%	15%	11%	-20%	1
> CCOc1ccc(NC(=O)CN(C)C(=O)CN2C(=O)C3CCCCC3C2=O)cc1OCC (stereo not given)
 : -4%	2	6	-2%	9%	2%	3%	20%	2
> O=C(NC1CCCCC1)c1ccc(CS(=O)Cc2ccccc2Cl)o1 (stereo not given)
 : 3%	3	15	u	3%	10%	-8%	-1%	5
> CC(C)n1c(/C=C/c2ccccc2)nc2ccccc21
 : 19%	20	-78*	-1%	26%	2%	26%	-1%	-3
> COC(=O)[C@H](Cc1ccccc1)NC(=O)[C@@H](N)CC(=O)OCc1ccccc1
 : -1%	20	19	1%	0%	-1%	1%	3%	7
> COC(=O)C1=CN(c2ccc(C(C)(C)C)cc2)C(N)=C(C#N)C1c1ccc(OC)cc1 (stereo not given)
 : x	-5	-13	x	-14%	-2%	-5%	u	3
> C=CCNC(=O)/C=C/c1ccc(C(C)C)cc1
 : 11%	-18	-18	3%	19%	4%	7%	-4%	-1
> CCN(CC)S(=O)(=O)c1ccc(Cl)c(C(=O)Nc2nnc(C)s2)c1
 : -8%	-21	11	-20%	3%	2%	2%	-10%	1
> Oc1ccc(C2=CSC3=NCCN23)cc1O
 : 6%	-3	17	-9%	-14%	4%	3%	-6%	27
> CCN(CC)S(=O)(=O)c1ccc(N2CCCCC2)c(NC(=O)C2CCN(C(=O)c3ccc(F)cc3)CC2)c1
 : 15%	-25	u	-65%[inhibitor]	0%	-12%	1%	0%	-10
> O=C1c2ccccc2C(=O)c2c(NCCCN(CCO)CCO)cccc21
 : -1%	u	-103*	-1%	u	u	21µM*	u	-5
> CCOC(=O)N1CCC(N2C(=O)c3ccc(C(=O)NCCC(C)C)cc3C2=O)CC1
 : 0%	3	20	-2%	1%	-1%	6%	0%	1
> CC1(C)Cc2c(sc3nc(NCCN4CCOCC4)n4ncnc4c23)CO1
 : 2%	-1	-19	2%	8%	10%	5%	-8%	-9
> Nc1nc(C23CC4CCC(CC(C4)C2)C3)cs1
 : 6%	-22	-4	u	-2%	23%	4%	-10%	-1
> O=C(Nc1ccc(Cc2ccncc2)cc1)c1ccc(N2CCOCC2)c([N+](=O)[O-])c1
 : 8%	-7	-18	-6%	1%	9%	7%	-28%	-8
> CC(Sc1nccn1C)C(=O)Nc1ccc(Cl)cn1 (stereo not given)
 : 9%	22	-10	-335%[inhibitor]	16%	9%	21%	2%	6
> Cc1ccc(NC(=O)Cc2sc(C)nc2-c2ccc(C)cc2)cc1
 : 19%	13	0	x	0%	3%	11%	u	1
> CC(Sc1nnc2ccccn12)C(=O)Nc1ncc(Cl)cc1Cl (stereo not given)
 : 1%	-50*	-1	-8%	1%	-1%	8%	0%	-5
> CC(=O)c1c(N2CCOCC2)nc(=S)n(-c2ccccc2)c1C
 : -1%	-18	24	-3%	0%	u	-3%	18%	-15
> CCC(C)(C)NC(=O)CN(Cc1ccco1)C(=O)CCC(=O)Nc1nccs1
 : 6%	-5	-2	2%	-6%	10%	15%	4%	3
> CCCNC(=O)C1(C)CCCN(C(=O)c2c(C)noc2C)C1 (stereo not given)
 : 5%	7	-5	x	0%	3%	u	1%	2
> CCCC1=Nc2cc(C(=O)N3CCC(C)CC3)ccc2Sc2ccc(C)cc21
 : 0%	x	x	x	0%	x	x	-15%	-3
> CCCn1c(SCC(=O)Nc2ccc(C)c(S(=O)(=O)N3CCOCC3)c2)n[nH]c1=O
 : 5%	-19	13	18%	-14%	-3%	0%	-3%	-3
> NC(=O)Cn1nc(-c2ccccc2)nc1-c1ccccc1
 : -4%	3	14	0%	8%	-8%	-11%	-1%	18
> CCOC(=O)c1nn(-c2ccc(Cl)cc2)c2nc(-c3ccc(C)cc3)c(C#N)c(=O)n12
 : -15%	2	-6	-15%	5%	11%	12%	5%	6
> COc1ccc(C(=O)N/N=C/c2ccc(OC)c(CN3CCN(c4ccc(F)cc4)CC3)c2)cc1
 : -3%	-20	-5	0%	u	1%	0%	u	-19
> FC(F)(F)c1cnc(COc2cc(Cl)cc(Cl)c2)c(Cl)c1
 : 6%	1	-74*	-6%	-1%	17%	22%	22%	5
> C[C@@H]1CN([C@@H](C)CO)C(=O)CCCn2nncc2CO[C@H]1CN(C)Cc1ccc(C(F)(F)F)cc1
 : 0%	20	14	x	u	6%	17%	u	-3
> NC(=O)C1c2ccccc2Oc2ccccc21
 : 6%	4	4	-3%	2%	14%	12%	10%	7
> Cc1ccc(C)c2c1cc(C)c1nnc(SCC(=O)N3CCCc4ccccc43)n12
 : 4%	-6	-1	-141%[inhibitor]	u	-5%	0%	9.2µM*	-7
> O=C1C=C(NCc2ccco2)CCC1
 : 1%	-18	16	-13%	9%	u	13%	8%	6
> CC=C1OC(n2cnc3c(N)ncnc32)C(O)C1O (stereo not given)
 : 6%	-3	21	x	0%	4%	12%	3%	0
> Cc1cc(C(=O)N2CCN(C(c3ccccc3)c3ccccc3)CC2)on1
 : -2%	11	-17	-1%	u	-6%	-7%	-10%	1
> CCc1ccccc1N=Cc1c(C)c(C#N)c2[nH]c3ccccc3n2c1=O
 : 0%	-14	0	-6%	-3%	-10%	-2%	-5%	-4
> COc1ccc(N2CCN(C3CCCN(S(=O)(=O)c4ccccc4)C3)CC2)cc1 (stereo not given)
 : -8%	17	0	16%	x	-1%	0%	x	-4
> CC(C)Oc1ccc(CN2CCCC(CO)(Cc3ccccc3)C2)cc1CO (stereo not given)
 : 4%	4	-54*	2%	-17%	-16%	-23%	-47%	-4
> O=c1c2ccccc2nc(SCc2cn3ccsc3n2)n1-c1ccccc1
 : u	45	-6	3%	0%	-28%	-19%	-14%	5
> C=CCCc1ccc(C#N)c(SCc2c(C(=O)OCC)c3cc(OC(C)=O)c(Br)cc3n2C)n1
 : 5%	18	12	u	u	-13%	u	2.6µM*	-17
> O=C(NCC(c1cccs1)N1CCOCC1)C1CCN(S(=O)(=O)c2ccccc2C(F)(F)F)CC1 (stereo not given)
 : -5%	-7	22	1%	-30%	4%	25%	u	8
> COc1ccc(C)cc1S(=O)(=O)N(CC(=O)O)c1ccccc1
 : 2%	1	-2	0%[9.22 µM]	-4%	-5%	-6%	-1%	-3
> Cc1ccc2nc(NC(=O)CN(C)S(=O)(=O)c3cccc4nsnc34)sc2c1
 : 4%	u	2	2.3µM*	u	8.2µM*	u	u	-3
> CCCCN(CC)S(=O)(=O)c1ccc(C(=O)Nc2nnc(-c3cccs3)o2)cc1
 : -16%	-57*	0	u	8.2µM*	8.2µM*	u	u	1
> O=[N+]([O-])c1ccc(CSc2ncnc3ccccc23)cc1
 : 13%	u	-73*	-14%	17%	-26%	-2%	u	-12
> Cc1ccc(-c2[nH]ncc2C(=O)c2ccccc2C)c(O)c1
 : 13%	-11	-2	-5%	8%	8%	13%	21%	20
> CSc1nc(NS(=O)(=O)c2ccc(F)cc2F)nn1C
 : -1%	9	15	4%	2%	8%	10%	0%	11
> CN(Cc1ccc(Cl)cc1Cl)C(=O)C1CSC2(C)CCC(=O)N12 (stereo not given)
 : 9%	38	4	x	-3%	-14%	-15%	u	2
